EBI2 antag: antagonists of human EBI2 receptor. inhibition, % at 5 µM. AID 651636. EBI2 beta-arrestin recruitment, luminescence, 7a,25-OHC stimulated. actives 0.81% (n = 360,000). P32249; in the data active means inhibition above about 38%;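 further: enzyme fragment complementation signal reports receptor beta-arrestin coupling in cells; 0% = agonist plus DMSO wells and 100% = wells without agonist; some results beyond the cut were filed as inactive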
Target sequence (P32249 whole entry, looked up, the tested form may be a part): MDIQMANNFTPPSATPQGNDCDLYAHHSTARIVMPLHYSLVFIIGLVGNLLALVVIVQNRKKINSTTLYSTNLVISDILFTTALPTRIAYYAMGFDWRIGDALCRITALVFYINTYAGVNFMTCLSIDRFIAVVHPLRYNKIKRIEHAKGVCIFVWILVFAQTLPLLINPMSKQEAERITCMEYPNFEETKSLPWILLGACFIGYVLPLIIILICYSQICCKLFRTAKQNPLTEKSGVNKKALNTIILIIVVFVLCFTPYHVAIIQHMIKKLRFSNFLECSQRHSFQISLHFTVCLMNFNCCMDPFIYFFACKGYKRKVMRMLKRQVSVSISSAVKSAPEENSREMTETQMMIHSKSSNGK
697 NFkB inh: inhibitors of the PMA/ionomycin-induced NF-kB reporter in 697 B cells; actives 0.33% (n = 330,000); inhibition, % at 4 µM; 697 B-cell NF-kB luciferase reporter, 16 h; in the data active means inhibition above about 35%
CCR6 antag: antagonists of human CCR6 receptor; P51684; CHO-K1 CCR6 PathHunter beta-arrestin, luminescence, CCL20-stimulated; inhibition, % at 20 µM; actives 0.49% (n = 340,000);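 active means compounds whose inhibition of the agonist-driven luminescence signal at 20 µM reaches about 50%, limit read from the data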;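 further: cells stimulated with CCL20 at 14 nM final; plate controls were DMSO with CCL20 for no effect and DMSO without agonist for full effect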
Target sequence (P51684 whole entry, looked up): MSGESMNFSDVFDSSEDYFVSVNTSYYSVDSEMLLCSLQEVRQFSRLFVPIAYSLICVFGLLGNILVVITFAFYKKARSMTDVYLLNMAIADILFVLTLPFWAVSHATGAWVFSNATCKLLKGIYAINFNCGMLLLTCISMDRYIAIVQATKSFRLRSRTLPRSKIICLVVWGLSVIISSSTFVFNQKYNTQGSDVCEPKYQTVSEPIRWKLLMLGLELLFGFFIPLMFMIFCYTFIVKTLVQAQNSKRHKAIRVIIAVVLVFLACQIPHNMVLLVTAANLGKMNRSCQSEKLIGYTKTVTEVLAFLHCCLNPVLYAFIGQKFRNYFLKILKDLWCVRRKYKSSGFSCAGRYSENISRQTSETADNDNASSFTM
Gli-Sufu block: blocks Gli-Sufu signaling in a luciferase reporter. Sufu-KO-LIGHT fibroblasts, Gli luciferase reporter luminescence. inhibition, % at 5 µM. actives 0.74% (n = 340,000);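 active means inhibition above about 55%, limit read from the data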;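 further: 0% = DMSO-treated cells and 100% = wells with medium but no cells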
CHOP UPR activ: activators of apoptotic arm of unfolded protein response (CHOP); CHO-CHOP luciferase reporter, UPR activation, luminescence; percent of tunicamycin response over DMSO baseline; actives 0.34% (n = 330,000); activation, % at 10 µM;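 active means at 10 µM dose, activation of 40% or more, normalized to positive control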;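 further: 100% = tunicamycin at 10 µg/mL and 0% = DMSO alone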
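assay system = CHO CHOP reporter cells | amount = 500 CHO-CHOP cells per well | buffer or medium = F12 with 10% FBS | incubation = 16-18 h cell attachment, then 6 h compound exposure, 37 °C | detection = luminescence read with Steady-Glo | read-out = percent activation relative to tunicamycin control | controls = tunicamycin high control, DMSO low control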
CXCR6 block: CXCR6 (human) receptor inhibition; actives 0.36% (n = 360,000); O00574; CHO-K1 PathHunter CXCR6 beta-arrestin, luminescence; inhibition, % at 20 µM; in the data active means inhibition above about 34%, passing the limit was not always enough;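 further: antagonist mode with CXCL16 agonist at 10 nM final; 0% = 10 nM CXCL16 with DMSO and 100% = unstimulated wells without agonist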
Target sequence (O00574 whole entry, looked up): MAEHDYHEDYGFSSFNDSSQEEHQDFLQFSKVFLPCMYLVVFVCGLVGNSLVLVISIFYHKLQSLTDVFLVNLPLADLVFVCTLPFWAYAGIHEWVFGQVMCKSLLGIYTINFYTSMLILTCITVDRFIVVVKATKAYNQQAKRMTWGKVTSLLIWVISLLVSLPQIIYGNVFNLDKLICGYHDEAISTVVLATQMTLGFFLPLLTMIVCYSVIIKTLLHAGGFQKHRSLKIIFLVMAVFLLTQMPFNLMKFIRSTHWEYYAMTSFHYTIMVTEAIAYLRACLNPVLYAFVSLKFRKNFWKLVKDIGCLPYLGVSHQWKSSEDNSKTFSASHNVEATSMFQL
Mdm2-MdmX inh: human Mdm2/MdmX binding inhibition; SaOS-2 split-luciferase Mdm2/MdmX complementation, luminescence; inhibition, % at 8 µM; actives 3% (n = 330,000); AID 485346;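 active means inhibition of at least 50% at 8 µM in the primary screen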
XBP1 UPR activ: adaptive UPR (XBP1) activation; CHO-XBP1 luciferase reporter, IRE1-XBP1 UPR activation, luminescence; percent of tunicamycin response, DMSO as zero; activation, % at 20 µM; actives 0.33% (n = 330,000);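 active means versus positive control, 20 µM dose yields 30% or more activation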;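 further: 100% = tunicamycin at 10 µg/mL and 0% = DMSO only wells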
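Assay system: CHO-XBP1 luciferase reporter cells; Schedule: 6 h treatment, 37 °C; Detection: glow luminescence from Steady-Glo reagent; Benchmarks: high control tunicamycin 10 µg/mL final, low control DMSO vehicle only.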
Jurkat NFkB inh: inhibitors of the PMA/ionomycin-induced NF-kB reporter in Jurkat cells; PMA/ionomycin-induced NF-kB luciferase reporter, luminescence; actives 0.53% (n = 330,000); inhibition, % at 4 µM; AID 435003; in the data active means inhibition above about 50%
* hit, by the source's call; nt = no result given.

SMILES | EBI2 antag | 697 NFkB inh | CCR6 antag | Gli-Sufu block | CHOP UPR activ | CXCR6 block | Mdm2-MdmX inh | XBP1 UPR activ | Jurkat NFkB inh
CCCCN(C(=O)c1cccc(S(=O)(=O)N2CCN(Cc3ccccc3)CC2)c1)c1ccccc1 | -6.6 | -12.9 | 1.6 | 19.0 | -2.3 | -2.7 | 29.2 | -5.0 | 19.7
CCN(CC)S(=O)(=O)c1cc(-c2nnc(-c3ccc(Br)cc3)o2)ccc1Br | 36.0 | -19.8 | -10.4 | -3.4 | -0.6 | 4.9 | 14.4 | -2.0 | 0.9
O=C(CN(Cc1ccc(Cl)cc1)C(=O)CNS(=O)(=O)c1ccccc1)NCC1CCCO1 (stereo unspecified) | 1.3 | -5.0 | 1.6 | -30.1 | 2.2 | 1.3 | 10.6 | -2.1 | 0.4
Nc1nc(SCC(=O)N2CCCc3ccccc32)n[nH]1 | -4.2 | 2.7 | 14.7 | -12.6 | -0.4 | -1.8 | 18.7 | 0.4 | 13.9
CCn1c(=O)c2c3c(sc2n2c(=S)[nH]nc12)CCC3 | -8.5 | -12.1 | 9.1 | 19.0 | -1.7 | -15.9 | 20.7 | -3.0 | -1.6
Cc1ccc(C(=O)NC2CCN(CC(=O)NCc3cccs3)CC2)cc1 | -2.2 | 7.0 | -0.8 | -0.5 | -1.7 | 1.1 | 14.9 | -1.9 | 0.8
COc1cc(NC(=O)CCc2c(C)nc3nc(C)nn3c2C)cc(OC)c1 | 0.6 | -8.0 | -8.9 | 1.1 | 0.4 | -5.2 | -0.7 | 0.4 | -5.5
Cc1noc(C)c1C(=O)Nc1nc(-c2cccs2)cs1 | -5.6 | -2.9 | 6.0 | -9.8 | 4.3 | 3.4 | -6.4 | 0.0 | -23.7
CCC(CC)C(=O)c1c[nH]c(C(=O)OC)c1 | -5.8 | 15.3 | -7.7 | -3.4 | -0.6 | -3.3 | 18.7 | 1.1 | -4.6
Nc1c(C(=O)NCCc2ccccc2)nnn1Cc1ccccc1 | 4.4 | -14.4 | -2.4 | -35.0 | -0.3 | -5.5 | -37.6 | 3.7 | -36.2
CN(CC(=O)Nc1ccc(F)c(F)c1F)C(=O)Cc1ccc2c(c1)OCCO2 | -5.6 | -46.2 | -4.0 | 3.1 | -0.5 | -3.4 | 11.5 | -1.7 | -0.5
CCCC1c2ccc(C)n2CCN1C(=O)Nc1ccc(F)cc1 (stereo unspecified) | -3.0 | -1.5 | 15.1 | -8.8 | 0.7 | -2.0 | 12.3 | -0.1 | -8.0
CCN(CC)S(=O)(=O)c1ccc(OCC(=O)NC(=O)Cc2ccccc2)c([N+](=O)[O-])c1 | -8.3 | 11.5 | 1.9 | 28.5 | -0.2 | -1.1 | 32.9 | -1.4 | 3.8
CN(C)S(=O)(=O)N1CCC(Oc2ccc(C(=O)NC3Cc4ccccc4C3)cc2)CC1 | 4.7 | -26.2 | 8.7 | 8.1 | 6.6 | 4.5 | 9.0 | -2.5 | 34.3
O=C1OC(C(=O)NCc2ccccc2)Cc2ccccc21 (stereo unspecified) | 0.0 | 1.5 | 8.7 | -5.2 | 1.0 | -0.4 | -13.5 | -2.3 | -1.0

Ordered by formula weight (falling): five of the compounds above
SMILES | EBI2 antag | 697 NFkB inh | CCR6 antag | Gli-Sufu block | CHOP UPR activ | CXCR6 block | Mdm2-MdmX inh | XBP1 UPR activ | Jurkat NFkB inh
CCCCN(C(=O)c1cccc(S(=O)(=O)N2CCN(Cc3ccccc3)CC2)c1)c1ccccc1 | -6.6 | -12.9 | 1.6 | 19.0 | -2.3 | -2.7 | 29.2 | -5.0 | 19.7
O=C(CN(Cc1ccc(Cl)cc1)C(=O)CNS(=O)(=O)c1ccccc1)NCC1CCCO1 (stereo unspecified) | 1.3 | -5.0 | 1.6 | -30.1 | 2.2 | 1.3 | 10.6 | -2.1 | 0.4
COc1cc(NC(=O)CCc2c(C)nc3nc(C)nn3c2C)cc(OC)c1 | 0.6 | -8.0 | -8.9 | 1.1 | 0.4 | -5.2 | -0.7 | 0.4 | -5.5
Nc1nc(SCC(=O)N2CCCc3ccccc32)n[nH]1 | -4.2 | 2.7 | 14.7 | -12.6 | -0.4 | -1.8 | 18.7 | 0.4 | 13.9
O=C1OC(C(=O)NCc2ccccc2)Cc2ccccc21 (stereo unspecified) | 0.0 | 1.5 | 8.7 | -5.2 | 1.0 | -0.4 | -13.5 | -2.3 | -1.0

(next part)
SMILES | EBI2 antag | 697 NFkB inh | CCR6 antag | Gli-Sufu block | CHOP UPR activ | CXCR6 block | Mdm2-MdmX inh | XBP1 UPR activ | Jurkat NFkB inh
Cc1ccc(C)c(N(CC(=O)NC(C)(C)C)C(=O)CNC(=O)c2cccs2)c1 | 4.1 | 1.8 | 3.7 | -3.2 | -0.8 | 2.6 | 18.7 | -1.6 | -12.2
CC1=C(C(=O)OC(C)C)C(c2cccs2)N2C(=O)C(C)SC2=N1 (stereo unspecified) | 4.8 | -46.1 | 4.8 | -1.4 | -0.8 | 4.0 | 1.8 | -3.6 | 0.8
O=C(OCC(=O)c1ccccc1Br)c1ccncc1 | -4.8 | 8.2 | 18.5 | -1.1 | -2.5 | 0.0 | 7.0 | -2.3 | -1.2
Cn1ccc(C(=O)OCC(=O)Nc2cccc3ccccc23)n1 | 3.5 | 7.0 | 10.8 | 4.0 | -3.1 | -8.5 | 19.7 | -0.3 | -2.1
Cc1ccc(Nc2nc(N)nc(CN3CCCCCC3)n2)c(C)c1 | -2.3 | -4.8 | 2.7 | 1.4 | -0.2 | 8.8 | -2.3 | -3.4 | 4.6
CC(=O)c1c(C)[nH]c(C(=O)COC(=O)CN2C(=O)C3CCCCC3C2=O)c1C (stereo unspecified) | -8.2 | -8.4 | -4.6 | -2.5 | -0.5 | -10.5 | 10.3 | -0.4 | -14.7
COc1ccc(OC)c(NC(=O)CCNS(=O)(=O)c2cccc3nonc23)c1 | 5.5 | -1.4 | 11.3 | -3.4 | 0.3 | 1.2 | 25.5 | -3.8 | 9.1
O=C1c2ccc(Cl)cc2S(=O)(=O)c2cccc(C(=O)N3CCN(c4ccc(Cl)cn4)CC3)c21 | -17.8 | 9.6 | -9.6 | 3.7 | 6.2 | -19.0 | -5.1 | -2.6 | -15.8
O=C(NCC1CCCO1)c1sc2ccccc2c1Cl (stereo unspecified) | -13.7 | -73.8 | 5.3 | -68.1 | 6.1 | -1.0 | -101.5 | -2.6 | -78.3
CC1CCN(CCCn2c(=S)[nH]c3c(sc4ccccc43)c2=O)CC1 | 0.1 | -2.1 | 0.1 | -5.7 | 4.0 | -4.7 | -22.4 | -0.3 | -26.8
CCOC(=O)N1CCC(N(CCN(C)C)C(=S)Nc2cc(Cl)cc(Cl)c2)CC1 | -1.0 | 13.0 | 4.9 | -0.2 | 0.0 | 1.6 | 67.4* | -0.5 | 1.6
Cc1cc2nc(-c3ccc[nH]c3=O)n(Cc3cccc(F)c3)c2cc1C | 9.5 | 10.9 | 6.3 | 20.9 | 2.3 | 6.5 | 3.1 | 2.5 | -1.2
Oc1ccc(N=Nc2cccc(C(F)(F)F)c2)cc1C=Nc1ccc(N2CCOCC2)cc1 | 14.6 | -10.2 | 43.3 | -2.7 | 5.2 | 21.9 | -2.4 | 2.0 | -1.5
CCOc1ccc(NC(=O)CSc2nc3[nH]ncc3c(=O)[nH]2)cc1 | -2.0 | 24.4 | 14.2 | -1.6 | -0.6 | 8.9 | 13.5 | -0.5 | -8.0
O=C(NNC(=O)c1csc(-c2cnccc2C(F)(F)F)n1)c1ccc(C(F)(F)F)cc1 | 5.3 | 10.9 | 39.2 | -0.5 | -0.7 | 32.5 | 13.5 | 0.2 | 3.8
COc1cccc(C(=O)N2CCCC(c3nc(-c4cccs4)no3)C2)c1 (stereo unspecified) | -3.7 | -14.1 | 18.7 | -9.0 | 0.5 | 4.5 | -13.0 | -1.8 | -6.3
CC(C)(C)c1ccc(C(=O)OCC(=O)NCc2ccco2)cc1 | 4.9 | 20.6 | 7.8 | -1.2 | 2.0 | -5.1 | 37.3 | -4.2 | 12.3
CSc1ccc(CCNC(=O)CCc2nnc3ccc(N4CCCCC4)nn23)cc1 | 4.2 | -10.9 | 2.9 | 5.8 | -0.3 | 1.1 | 29.4 | -3.8 | -0.9
CCN(CC)CCCN1C(=O)C(=O)/C(=C(/O)c2ccc(Cl)cc2)C1c1ccccn1 (stereo unspecified) | -10.9 | 11.7 | 18.1 | -0.5 | 0.2 | 7.6 | -11.0 | -0.4 | -6.7
O=C(NCC(=O)N(c1cccc(F)c1)C(C(=O)NC1CCCC1)c1cccnc1)c1ccco1 (stereo unspecified) | 3.7 | 18.3 | 3.4 | 3.4 | -0.8 | 0.0 | -11.6 | -0.9 | 17.0
Cc1cccc(-c2n[nH]c(=S)n2/N=C/c2ccc(C)s2)c1 | 5.9 | 1.5 | 24.4 | 2.5 | -0.6 | -2.5 | 24.4 | -2.7 | 13.0
CCOc1ccc(-c2[nH]nc3c2C(c2ccc4c(c2)OCO4)C(C#N)=C(N)O3)cc1OC (stereo unspecified) | -7.6 | 28.2 | -7.8 | -8.8 | 7.0 | 7.3 | 4.6 | 3.3 | -5.9
OC(COCc1ccc(Cl)cc1)CN1CCCCC1 (stereo unspecified) | -7.4 | -16.6 | 4.4 | -0.6 | 0.5 | -4.4 | 14.5 | -0.9 | -19.1
COc1ccccc1OCC(=O)NCC1CCCN(C(=O)c2ccccc2C(C)=O)C1 (stereo unspecified) | -1.9 | 24.8 | 8.9 | -1.3 | 2.6 | -0.4 | 17.6 | -7.1 | -1.0
Cc1ccc(-c2noc(CN3CCN(c4ccccc4F)CC3)n2)cc1 | 1.1 | -4.4 | 7.9 | -2.7 | 0.7 | -0.1 | 18.8 | -0.6 | 0.7
COc1ccc(CCN(C)C(=O)C23CC4CC(CC(Cl)(C4)C2)C3)cc1OC | 16.9 | -33.6 | -0.8 | -0.8 | 0.9 | -8.5 | 27.9 | 1.1 | 5.2
COc1ccccc1Oc1c(C)oc2c(CN3CCN(C)CC3)c(O)ccc2c1=O | nt | 23.3 | nt | nt | -2.1 | nt | 16.6 | 0.3 | 17.8
CCCn1c2ccccc2c2cnn(CC(=O)NC3CCCC(C)C3C)c(=O)c21 (stereo unspecified) | 6.3 | 2.0 | 24.0 | 13.7 | -0.1 | 2.6 | 88.9* | 25.3 | 3.2
Cc1cc(NC(=O)/C=C/C(=O)N(CC(=O)NC2CCCC2)c2ccc(F)cc2)no1 | -3.6 | 18.5 | 4.0 | -3.0 | 1.0 | -4.6 | -19.5 | 1.5 | 20.8
COC(=O)N/N=C\c1ccc(OC/C=C/c2ccccc2)cc1 | -12.3 | 14.1 | -20.4 | -2.2 | 1.3 | -15.9 | -28.6 | -1.6 | -43.0
CC1=CC(C)(C)N2C(=O)C3(NCCc4c3[nH]c3ccccc43)c3cccc1c32 (stereo unspecified) | 0.4 | -35.2 | 9.3 | 1.0 | 1.2 | 0.4 | -20.0 | -2.3 | -20.1
Cc1ccc(S(=O)(=O)N2CCN(C(=O)COC(=O)Cc3c(F)cccc3Cl)CC2)c(C)c1 | 1.0 | nt | 22.9 | -4.6 | nt | 5.0 | nt | nt | nt
Cc1ccc(-n2c(C)nn(CC3CC3)c2=O)cc1 | -4.5 | 10.6 | 7.5 | 1.1 | -1.6 | 6.0 | 5.5 | -1.4 | 0.4
Cc1ccc(C)c(NC(=O)CCc2nnc3ccc(N4CCCCC4)nn23)c1 | 6.9 | 6.8 | 0.8 | 6.2 | 0.8 | 0.3 | 18.9 | -1.9 | 5.8

Bioassay records deposited in PubChem by Sanford-Burnham Center for Chemical Genomics.

The order is random; about 5% have a hit in one of these screens.
